CHRM5 antagonist = human M5 muscarinic receptor antagonists, primary screen, CHO cells, Fluo-8 calcium fluorescence; Muscarinic acetylcholine receptor M5 (Homo sapiens), P08912; CHO-hM5 cells, ACh EC80; inhibition, % at 3 µM; hit rate 0.59% among 360,000; AID 624040, 2012;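 active means inhibition above a per-plate cutoff, the mean of that plate's test compounds plus 3 SD, cut at about 27% in these data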;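 further: 0% = acetylcholine EC80 with DMSO and 100% = DMSO without agonist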
Target sequence (P08912 whole entry, looked up): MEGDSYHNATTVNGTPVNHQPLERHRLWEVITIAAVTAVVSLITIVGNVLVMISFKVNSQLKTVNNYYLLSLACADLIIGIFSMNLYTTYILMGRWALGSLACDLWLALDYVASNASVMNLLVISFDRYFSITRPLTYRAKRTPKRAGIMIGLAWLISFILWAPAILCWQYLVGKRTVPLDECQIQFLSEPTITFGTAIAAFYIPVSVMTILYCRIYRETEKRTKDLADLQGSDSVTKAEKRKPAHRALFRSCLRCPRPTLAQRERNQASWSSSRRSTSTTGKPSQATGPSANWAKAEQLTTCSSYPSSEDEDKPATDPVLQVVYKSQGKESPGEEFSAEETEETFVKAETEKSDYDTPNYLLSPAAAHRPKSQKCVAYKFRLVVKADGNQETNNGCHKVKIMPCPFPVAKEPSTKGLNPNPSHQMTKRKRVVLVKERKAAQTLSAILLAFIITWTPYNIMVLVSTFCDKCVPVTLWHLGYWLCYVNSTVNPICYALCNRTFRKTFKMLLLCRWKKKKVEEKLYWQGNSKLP
M1 antag = human M1 muscarinic receptor antagonists, primary screen, CHO-K1 cells, Fluo-8 calcium fluorescence, 1536-well | CHO-K1 hM1, ACh EC80 antagonist | hit rate 1.3% among 360,000 | inhibition, % at 3 µM;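 active means percent inhibition above its own plate's cutoff, namely the mean of that plate's compound wells plus 3 SD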;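 further: peak over basal fluorescence ratio during 140 s after agonist addition; 0% = ACh EC80 plus DMSO and 100% = DMSO alone without agonist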
Target sequence (P11229 whole entry, looked up): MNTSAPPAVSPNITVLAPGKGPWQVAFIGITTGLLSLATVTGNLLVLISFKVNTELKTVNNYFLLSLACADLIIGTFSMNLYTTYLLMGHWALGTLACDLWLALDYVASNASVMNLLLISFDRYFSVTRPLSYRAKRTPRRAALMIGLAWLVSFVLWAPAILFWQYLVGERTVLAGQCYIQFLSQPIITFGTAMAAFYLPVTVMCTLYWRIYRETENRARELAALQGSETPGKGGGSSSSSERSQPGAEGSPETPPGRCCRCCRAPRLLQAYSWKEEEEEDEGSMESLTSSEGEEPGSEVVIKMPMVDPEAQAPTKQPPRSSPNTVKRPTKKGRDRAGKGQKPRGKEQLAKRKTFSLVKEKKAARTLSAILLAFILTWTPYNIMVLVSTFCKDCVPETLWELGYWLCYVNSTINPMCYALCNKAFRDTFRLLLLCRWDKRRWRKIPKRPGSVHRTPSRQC
M1 ag = human M1 muscarinic receptor agonists, primary screen, Fluo-8 calcium fluorescence, CHO-K1 cells, HTS; CHO-K1 hM1, agonist mode; 0% DMSO, 100% acetylcholine EC100; activation, % at 3 µM; hit rate 0.33% among 360,000; AID 588814, 2011;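 active means activation above the run's mean compound activation plus 3 SD, cut at about 16% in these data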;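 further: peak over basal fluorescence ratio within a 140 s kinetic read after compound addition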
CHRM4 antagonist = human M4 muscarinic receptor antagonists, primary screen, CHO cells, Fluo-8 calcium fluorescence; inhibition, % at 3 µM; CHO-hM4 cells, ACh EC80; hit rate 0.73% among 360,000;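 active means inhibition above its plate's cutoff, the mean inhibition of sample wells plus 3 SD, cut at about 27% in these data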;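 further: 0% = acetylcholine EC80 with DMSO and 100% = DMSO without agonist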
TAAR1 agonist = human TAAR1 agonists, primary screen, Fluo-8 calcium fluorescence, CHO RD-HGA16 cells; Trace amine-associated receptor 1 (Homo sapiens), Q96RJ0; vehicle wells 0%, saturating PEA agonist 100%; activation, % at 3 µM; hit rate 0.99% among 360,000; AID 624467, 2012;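 active means activation above the mean activation of all test compounds in the run plus 3 SD, cut at about 38% in these data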
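Test system: RD-HGA16 (CHO) cells co-expressing Gα16 and hTAAR1 / Benchmarks: DMSO vehicle as 0%, PEA at EC100 as 100% / Repeats: no replicates (n 1) / Measure: % activation from peak over basal fluorescence ratio, DMSO-to-PEA scaled / Timing: 17-24 h plating, Fluo-8 75 min 37 °C, 30 min RT / Technique: kinetic Fluo-8 calcium fluorescence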
CHRM1 PAM = human M1 muscarinic receptor positive allosteric modulators, primary screen, CHO-K1 cells, Fluo-8 calcium fluorescence, 1536-well; Muscarinic acetylcholine receptor M1 (Homo sapiens), P11229; CHO-K1 hM1, ACh EC20; 0% = ACh EC20, 100% = maximal ACh; activation, % at 3 µM; hit rate 0.088% among 360,000; in the data active means activation above about 19%, passing the limit was not always enough
CHRM5 PAM = human M5 muscarinic receptor positive allosteric modulators, primary screen, CHO-K1 cells, Fluo-8 calcium fluorescence. Muscarinic acetylcholine receptor M5 (Homo sapiens), P08912. CHO-K1 hM5, ACh EC20 PAM; 0% = ACh EC20, 100% = ACh EC100. activation, % at 3 µM. hit rate 0.3% among 360,000;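 active means activation above the run cutoff, the mean activation of all test compounds plus 3 SD, cut at about 18% in these data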
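System: CHO-K1 cell line with stable human muscarinic M5 receptor expression | Also added: EC20 acetylcholine as agonist stimulus | Compound: One concentration, 3 µM final (nominal) | Timing: Fluo-8 loading 80 min at 37 °C plus 30 min room temperature | Measured by: Fluo-8 calcium dye fluorescence, kinetic read | Read-out basis: % activation, ACh-normalized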
M5 ag = human M5 muscarinic receptor agonists, primary screen, CHO-K1 cells, Fluo-8 calcium fluorescence; Muscarinic acetylcholine receptor M5 (Homo sapiens), P08912; CHO-K1 hM5 cells; 0% DMSO wells, 100% maximal acetylcholine response; activation, % at 3 µM; hit rate 0.19% among 360,000; AID 624037, 2012;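 active means activation above the run's mean over test compounds plus 3 SD, cut at about 23% in these data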;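 further: signal is peak over basal fluorescence ratio across the kinetic read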
M4 ag = human M4 muscarinic receptor agonists, primary screen, CHO-K1 cells, Fluo-8 calcium fluorescence; Muscarinic acetylcholine receptor M4 (Homo sapiens), P08173; CHO-K1 hM4/Gqi5; vehicle 0%, full acetylcholine response 100%; activation, % at 3 µM; hit rate 0.14% among 360,000; AID 624127, 2012;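 active means activation above the run mean over all test wells plus 3 SD, cut at about 32% in these data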;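 further: peak over basal fluorescence ratio per well then scaled between controls; 0% = DMSO wells and 100% = acetylcholine at EC100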
Starred values were filed as active, the others as inactive.

For O=C(Nc1ccccc1-c1ccccc1)c1ccco1 the results were CHRM5 antagonist 3, M1 antag -20, M1 ag -5, CHRM4 antagonist -7, TAAR1 agonist 15, CHRM1 PAM 4, CHRM5 PAM 3, M5 ag -4 and M4 ag 0.
CCOC(=O)C1C(=O)NC(c2ccccc2)=NC1c1ccc(O)c(OC)c1 (centres undefined) was read as CHRM5 antagonist 4, M1 antag 12, M1 ag -2, CHRM4 antagonist 8, TAAR1 agonist 9, CHRM1 PAM -6, CHRM5 PAM -6, M5 ag -1 and M4 ag 1.
For COc1ccc(N(C)S(=O)(=O)c2cccc(C(=O)OCC(=O)NCc3ccccc3OC)c2)cc1 the results were CHRM5 antagonist 18, M1 antag 25*, M1 ag 1, CHRM4 antagonist 22, TAAR1 agonist 11, CHRM1 PAM -13, CHRM5 PAM -22, M5 ag -6 and M4 ag 15.
Screening COc1ccc(OC)c2[nH]c(=O)c(CCNC(=O)COc3ccccc3)cc12 returned CHRM5 antagonist 12, M1 antag 4, M1 ag 1, CHRM4 antagonist -8, TAAR1 agonist 15, CHRM1 PAM -2, CHRM5 PAM -7, M5 ag -1 and M4 ag 8.
Screening O=C(CCn1c(=O)oc2ccccc21)Nc1nc2ccccc2s1 returned CHRM5 antagonist 2, M1 antag -6, M1 ag -1, CHRM4 antagonist -15, TAAR1 agonist 2, CHRM1 PAM 0, CHRM5 PAM 4, M5 ag 3 and M4 ag 5.
`COc1cc(Cl)c(C)cc1NC(=O)CSc1nnc(-c2ccco2)n1CC(C)C` gave CHRM5 antagonist 10, M1 antag -7, M1 ag -5, CHRM4 antagonist 10, TAAR1 agonist -3, CHRM1 PAM 0, CHRM5 PAM -5, M5 ag 1 and M4 ag -3.
`O=C1C=CC(=O)N1CCNc1ncc(C(F)(F)F)cc1Cl` gave CHRM5 antagonist -7, M1 antag 5, M1 ag -5, CHRM4 antagonist 28*, TAAR1 agonist 6, CHRM1 PAM -7, CHRM5 PAM 5, M5 ag -2 and M4 ag 5.
For COc1ccc(-n2c(Cc3cccn3C)nnc2SCC(=O)Nc2ccc3c(c2)OCCO3)cc1 the results were CHRM5 antagonist -6, M1 antag -4, M1 ag -5, CHRM4 antagonist -1, TAAR1 agonist 5, CHRM1 PAM 3, CHRM5 PAM 4, M5 ag 3 and M4 ag -2.
Screening CC[C@]1(C(=O)OC)[C@H]2C(=O)N(C)C(=O)[C@H]2[C@H]2CN=C(SCc3ccccc3)N21 returned CHRM5 antagonist 5, M1 antag -15, M1 ag -3, CHRM4 antagonist 3, TAAR1 agonist 1, CHRM1 PAM 11, CHRM5 PAM -5, M5 ag 1 and M4 ag 0.
`COc1ccccc1NC(=O)Nc1c(C)nn(C)c1C` gave CHRM5 antagonist 2, M1 antag -7, M1 ag -6, CHRM4 antagonist 2, TAAR1 agonist 0, CHRM1 PAM 7, CHRM5 PAM 7, M5 ag -4 and M4 ag 2.
CCOc1ccccc1NC(=O)C(c1ccccc1)N1CCN(CC(=O)N2CCOCC2)CC1 (centres undefined) was read as CHRM5 antagonist -6, M1 antag 7, M1 ag -1, CHRM4 antagonist -17, TAAR1 agonist 0, CHRM1 PAM -3, CHRM5 PAM 0, M5 ag 1 and M4 ag 3.
For COC(=O)c1cc2c(ccn2-c2ccc(F)cc2)n1CC(=O)N1CCN(C(=O)c2ccco2)CC1 the results were CHRM5 antagonist 0, M1 antag -6, M1 ag -5, CHRM4 antagonist -12, TAAR1 agonist 7, CHRM1 PAM 9, CHRM5 PAM 4, M5 ag -8 and M4 ag 3.
Screening Cc1ccc(C(=O)COc2nc(C)nc3ccccc23)cc1 returned CHRM5 antagonist -3, M1 antag -7, M1 ag -3, CHRM4 antagonist -1, TAAR1 agonist 3, CHRM1 PAM 7, CHRM5 PAM 7, M5 ag 3 and M4 ag 2.
Screening COc1cc([C@@H]2C[C@H]3CN(c4ccccc4)C(=O)[C@]34CCCN24)cc(OC)c1OC returned CHRM5 antagonist 0, M1 antag 6, M1 ag -7, CHRM4 antagonist -3, TAAR1 agonist 2, CHRM1 PAM 1, CHRM5 PAM 5, M5 ag -3 and M4 ag 0.
COc1ccc(C)cc1NC(=O)NC(C)c1ccc2c(c1)OCO2 (centres undefined) was read as CHRM5 antagonist 4, M1 antag -18, M1 ag -5, CHRM4 antagonist -14, TAAR1 agonist 2, CHRM1 PAM 12, CHRM5 PAM 3, M5 ag -5 and M4 ag 3.
For COc1ccc(C)cc1NCc1ccc([N+](=O)[O-])cc1 the results were CHRM5 antagonist 6, M1 antag -8, M1 ag -6, CHRM4 antagonist 3, TAAR1 agonist 0, CHRM1 PAM -1, CHRM5 PAM -2, M5 ag -2 and M4 ag -1.
`CCOC(=O)c1c(NC(=O)c2cccc([N+](=O)[O-])c2C(=O)O)sc2c1CCCC2` gave CHRM5 antagonist -1, M1 antag -18, M1 ag -2, CHRM4 antagonist -5, TAAR1 agonist 5, CHRM1 PAM 14, CHRM5 PAM 9, M5 ag -4 and M4 ag 1.
For Cc1noc(C)c1S(=O)(=O)N(Cc1ccccc1)C(C)C the results were CHRM5 antagonist 0, M1 antag 2, M1 ag 0, CHRM4 antagonist 11, TAAR1 agonist -1, CHRM1 PAM -1, CHRM5 PAM 0, M5 ag -2 and M4 ag -1.
N#Cc1nc(-c2cccs2)oc1NCC1CCCO1 (centres undefined) was read as CHRM5 antagonist 11, M1 antag 2, M1 ag -4, CHRM4 antagonist 7, TAAR1 agonist 0, CHRM1 PAM 0, CHRM5 PAM -6, M5 ag 0 and M4 ag 0.
O=C(O)CCc1ccc(-c2cccs2)n1NC(=O)c1ccc(Cl)cc1Cl was read as CHRM5 antagonist -5, M1 antag -5, M1 ag -2, CHRM4 antagonist 4, TAAR1 agonist 7, CHRM1 PAM 8, CHRM5 PAM -2, M5 ag 1 and M4 ag 0.
COc1ccc(NC(=O)CSc2nnc3ccc(-c4cccnc4)nn23)cc1OC was read as CHRM5 antagonist -2, M1 antag 5, M1 ag -6, CHRM4 antagonist -2, TAAR1 agonist 1, CHRM1 PAM 2, CHRM5 PAM 0, M5 ag -2 and M4 ag 2.
CCOC(=O)C1(C)NC(c2ccco2)C2C(=O)N(c3ccc(C)cc3)C(=O)C21 (centres undefined) was read as CHRM5 antagonist 5, M1 antag -28, M1 ag -2, CHRM4 antagonist 3, TAAR1 agonist 0, CHRM1 PAM 3, CHRM5 PAM 4, M5 ag 1 and M4 ag 1.
For CC1(C)OC1(C#N)c1ccccc1 (centres undefined) the results were CHRM5 antagonist 20, M1 antag -2, M1 ag 0, CHRM4 antagonist 4, TAAR1 agonist 3, CHRM1 PAM 0, CHRM5 PAM -4, M5 ag 0 and M4 ag 0.
O=C1NC(=O)/C(=C\c2ccc(N3CCOCC3)o2)N1 was read as CHRM5 antagonist 2, M1 antag 1, M1 ag 1, CHRM4 antagonist -4, TAAR1 agonist 4, CHRM1 PAM 9, CHRM5 PAM 12, M5 ag 3 and M4 ag 0.
Screening O=C1C=C(c2c(O)ccc3ccccc23)c2ccccc2C1=O returned CHRM5 antagonist 17, M1 antag 7, M1 ag 3, CHRM4 antagonist 47*, TAAR1 agonist 14, CHRM1 PAM 0, CHRM5 PAM -5, M5 ag -3 and M4 ag 20.
`Clc1cccc(CON/C=N/c2ncnc3sccc23)c1` gave CHRM5 antagonist 0, M1 antag 8, M1 ag -1, CHRM4 antagonist 2, TAAR1 agonist 8, CHRM1 PAM -3, CHRM5 PAM -7, M5 ag 0 and M4 ag 5.
For CC(C)COc1cccc(C(=O)N2CCN(C(=O)c3ccco3)CC2)c1 the results were CHRM5 antagonist 1, M1 antag 1, M1 ag -3, CHRM4 antagonist 3, TAAR1 agonist 1, CHRM1 PAM -2, CHRM5 PAM -3, M5 ag -1 and M4 ag 1.
`NS(=O)(=O)c1ccc(CCNC(=O)CCc2ccccc2)cc1` gave CHRM5 antagonist 3, M1 antag -15, M1 ag -2, CHRM4 antagonist -3, TAAR1 agonist 0, CHRM1 PAM 9, CHRM5 PAM 0, M5 ag 3 and M4 ag 0.
For CCC(=O)N1CCN(c2ccc(NC(=O)c3ccc(N4CCCC4)c([N+](=O)[O-])c3)cc2)CC1 the results were CHRM5 antagonist 12, M1 antag -2, M1 ag -6, CHRM4 antagonist -4, TAAR1 agonist 2, CHRM1 PAM 7, CHRM5 PAM -2, M5 ag -4 and M4 ag 2.
CC(Sc1nc(NCc2ccccc2)nc(N(C)C)n1)C(=O)Nc1ccccc1 (centres undefined) was read as CHRM5 antagonist 4, M1 antag 13, M1 ag -6, CHRM4 antagonist 2, TAAR1 agonist 16, CHRM1 PAM -8, CHRM5 PAM -4, M5 ag 6 and M4 ag 5.
N#CCCN(CC(=O)O)S(=O)(=O)c1ccccc1 was read as CHRM5 antagonist -6, M1 antag -17, M1 ag 1, CHRM4 antagonist 1, TAAR1 agonist 2, CHRM1 PAM 5, CHRM5 PAM 7, M5 ag -1 and M4 ag 1.
For COCCN1C(=O)c2ccccc2C1c1nnnn1-c1ccc2c(c1)OCCO2 (centres undefined) the results were CHRM5 antagonist 6, CHRM4 antagonist 0, TAAR1 agonist 1, CHRM5 PAM -5, M5 ag 0 and M4 ag 0.

Filtered by structure, the compounds so far containing a COOH group.
`CCOC(=O)c1c(NC(=O)c2cccc([N+](=O)[O-])c2C(=O)O)sc2c1CCCC2` gave CHRM5 antagonist -1, M1 antag -18, M1 ag -2, CHRM4 antagonist -5, TAAR1 agonist 5, CHRM1 PAM 14, CHRM5 PAM 9, M5 ag -4 and M4 ag 1.
O=C(O)CCc1ccc(-c2cccs2)n1NC(=O)c1ccc(Cl)cc1Cl was read as CHRM5 antagonist -5, M1 antag -5, M1 ag -2, CHRM4 antagonist 4, TAAR1 agonist 7, CHRM1 PAM 8, CHRM5 PAM -2, M5 ag 1 and M4 ag 0.
N#CCCN(CC(=O)O)S(=O)(=O)c1ccccc1 was read as CHRM5 antagonist -6, M1 antag -17, M1 ag 1, CHRM4 antagonist 1, TAAR1 agonist 2, CHRM1 PAM 5, CHRM5 PAM 7, M5 ag -1 and M4 ag 1.

Assay outcomes as filed in PubChem.

The list is partial. The share of hits here may be higher or lower than overall.
